Pin1 inhibitor: human Pin1 inhibition. Q13526. Pin1 FP peptide displacement, HiFluor488, 10 min. Potency, µM (highest dose often 115 µM), for the others: at the top dose activity, negative = inhibition, hits mostly inhibitors. 390,000 compounds, 0.009% hits; active = well fitted inhibition curve with a large enough effect in the polarisation, with a control signal flat, not every such curve was filed as active; inconclusive = small, poorly fitted or top-dose-only effect, or effect the other way, or a change in a side signal; inactive = no such curve, though single readings can be large or run the other way; the % refers to the polarisation; note: % is set by controls: 0 for no effect and ±100 for the full control effect
Target sequence (Q13526 whole entry, looked up): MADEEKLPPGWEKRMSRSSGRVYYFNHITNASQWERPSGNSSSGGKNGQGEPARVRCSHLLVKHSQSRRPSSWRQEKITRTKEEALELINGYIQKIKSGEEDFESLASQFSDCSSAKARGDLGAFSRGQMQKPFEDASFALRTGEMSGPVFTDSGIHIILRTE
rTrxR1 inhibitor: inhibitors of rat thioredoxin reductase 1. O89049. 390,000 compounds, 1% hits. Potency, µM (top dose mostly 114 µM), without a hit: at the top dose activity change, negative = inhibition, hits mostly inhibitors. recombinant rTrxR1, NADPH fluorescence consumption, selenite substrate; note: % is set by controls: 0 for no effect and ±100 for the full control effect; nearly all actives have a fitted effect of over 65% in size
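Rat TrxR1 (90 nM in the dispensed reagent) was pre-reduced with 400 uM NADPH for 5 min at room temperature, then incubated with compound for 15 min. After 400 uM selenite was added, NADPH fluorescence (Ex 340/Em 450 nm) was followed for 8 min.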
RGS4 inh: inhibitors of human regulator of G protein signaling 4. P49798. Transcreener GDP fluorescence polarization, RGS4-accelerated GTP hydrolysis. Potency, µM (highest dose often 114 µM), inactives show at the highest dose activity change, negative = inhibition, actives largely listed as inhibitors. 390,000 compounds, 0.039% hits. AID 504845; note: % is set by controls: 0 for no effect and ±100 for the full control effect; nearly all actives have a fitted effect of over 75% in size; some results filed as inactive show a strong effect at the top dose
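MLSMR compounds (23 nl, pin-transferred) preincubated 10 min at room temperature with a 500nM (2x) first reagent, then RGS4 at 900nM (2x) plus Transcreener GDP mix added; fluorescence polarization (620/688 nm) read before and after 90 min at 30 °C.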
HP1b chromo inh: blocks HP1-beta chromodomain binding to methylated histone tails; AlphaScreen HP1-beta / biotin-H3K9me3 peptide binding; P83916; 390,000 compounds, 0.56% hits; Potency, µM (highest dose often 114 µM), for inactives: top-dose activity change, negative = inhibition, usual class: inhibitors; AID 540317; note: nearly all actives have a fitted effect of over 70% in size; inactives centre near 23
Target sequence (P83916 whole entry, looked up): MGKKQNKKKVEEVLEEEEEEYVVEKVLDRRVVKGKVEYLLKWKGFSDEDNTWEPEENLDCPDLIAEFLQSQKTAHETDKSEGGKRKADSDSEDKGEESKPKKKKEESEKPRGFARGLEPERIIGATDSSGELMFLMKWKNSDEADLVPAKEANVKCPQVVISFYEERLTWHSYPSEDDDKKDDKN
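Compound inhibition of the preformed complex between 50 nM HP1-beta and 50 nM biotinylated H3K9me3 peptide was read by AlphaScreen. Buffer was PBS pH 7.4 with 0.01% Tween-20. Incubations ran 30 min at room temperature, with 10 ug/mL donor/acceptor beads.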
ERG Ets-DNA blk: blocks human ERG Ets domain binding to DNA; 370,000 compounds, 0.028% hits; P11308; fluorescence polarization, His-ERG Ets domain / labelled DNA; Potency, µM (top dose mostly 76.9 µM), for the others: top-dose FP activity, negative = inhibition, usual class: inhibitors; active = well fitted inhibition curve with a large enough effect in the polarisation, with a control signal flat; inconclusive = small, poorly fitted or top-dose-only effect, or effect the other way, or a change in a side signal; inactive = no such curve, though single readings can be large or run the other way; the % refers to the polarisation;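 note: polarization taken with two DNA probes labelled with fluorescein and Texas red; % of control where 0% means no effect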
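His-tagged ERG Ets domain (1 uM in the protein solution; 300mM KCl, 50mM Tris-HCl, 1mM EDTA, 1mM DTT, pH 7.5) received compound, then a probe mix of 5 nM fluorescein-DNA and 100nM Texas-615-DNA. Fluorescence polarization was read for both dyes.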
JMJD2A Tudor inh: JMJD2A Tudor domain (human) inhibition; O75164; AlphaScreen JMJD2A-Tudor / H3K4me3 peptide binding; Potency, µM (top dose mostly 114 µM), without a hit: at the highest dose activity change, negative = inhibition, usual class: inhibitors; 390,000 compounds, 4.4% hits; AID 504339; note: % is set by controls: 0 for no effect and ±100 for the full control effect; nearly all actives have a fitted effect of over 50% in size
GLS inh: inhibitors of human glutaminase (GLS) | O94925 | GLS enzymatic activity, qHTS titration | Potency, µM (doses to about 45.5 µM), without a hit: at the highest dose activity change, negative = inhibition, hits mostly inhibitors | 410,000 compounds, 0.21% hits; note: % is set by controls: 0 for no effect and ±100 for the full control effect
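Compounds were pin-transferred onto hKGA, after which L-glutamine (1 mM solution) and a detection mix of glutamate oxidase, HRP and Amplex Red were added. Initial and 30 min RT fluorescence reads were collected.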
PGK inhibitor: inhibitors of T. brucei phosphoglycerate kinase. PGK/GAPDH coupled, Kinase-Glo luminescence, 60 min. Potency, µM (series often up to 57.5 µM), inactives show at the highest dose activity change, negative = inhibition, hits mostly inhibitors. 380,000 compounds, 0.043% hits. AID 602233; note: % is set by controls: 0 for no effect and ±100 for the full control effect; nearly all actives have a fitted effect of over 60% in size
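Luminescent ATP detection (Kinase-Glo Plus) follows a 60-minute room-temperature incubation, with wells lacking PGK as controls. Buffer: 100 mM TEA (pH 7.6), 5 mM MgCl2, 0.01% Tween-20. Coupling enzyme GAPDH (100 nM final) supplies unstable 1,3-BPG in-well.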
ALOX12 inh: blocks human arachidonate 12S-lipoxygenase; purified 12hLO, xylenol orange hydroperoxide absorbance; 580,000 compounds, 1.1% hits; Potency, µM (doses to about 108 µM), for the others: at the highest dose activity change, negative = inhibition, most hits filed as inhibitors; AID 1671190; note: % is set by controls: 0 for no effect and ±100 for the full control effect
Target sequence (P18054 whole entry, looked up): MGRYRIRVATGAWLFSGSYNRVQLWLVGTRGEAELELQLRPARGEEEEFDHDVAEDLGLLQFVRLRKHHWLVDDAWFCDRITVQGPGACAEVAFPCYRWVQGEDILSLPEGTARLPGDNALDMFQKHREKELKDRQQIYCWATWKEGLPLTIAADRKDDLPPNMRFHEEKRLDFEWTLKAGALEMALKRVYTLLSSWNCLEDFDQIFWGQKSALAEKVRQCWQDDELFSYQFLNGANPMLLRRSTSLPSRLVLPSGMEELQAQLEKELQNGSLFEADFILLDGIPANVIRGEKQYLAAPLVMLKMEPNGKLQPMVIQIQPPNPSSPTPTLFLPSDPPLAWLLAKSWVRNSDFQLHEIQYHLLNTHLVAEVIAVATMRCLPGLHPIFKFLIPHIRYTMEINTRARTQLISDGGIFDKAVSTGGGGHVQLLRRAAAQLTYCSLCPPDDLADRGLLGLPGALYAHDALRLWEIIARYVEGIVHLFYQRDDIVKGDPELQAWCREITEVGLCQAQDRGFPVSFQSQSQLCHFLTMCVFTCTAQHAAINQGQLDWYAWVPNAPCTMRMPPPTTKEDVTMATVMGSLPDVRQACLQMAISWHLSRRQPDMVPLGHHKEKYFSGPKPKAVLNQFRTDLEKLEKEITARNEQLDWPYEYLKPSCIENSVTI
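Purified human 12hLO (150 nM final) in 25 mM Hepes, 0.01% Triton X-100, pH 7.0 was preincubated 15 min at room temperature with compound. Then 40 uM arachidonic acid was added, 30 min. Hydroperoxide was read by Fe-XO absorbance ratio 573/405 nm.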
An asterisk follows results filed as active; i = inactive; ? = inconclusive; . = not tested or not shown; & = joins results of further samples; [ ] = another dose, or the depositor's remark. Unless noted, calls come from the whole dose curve; as a rule, active = well fitted curve in the direction sought with a large enough effect; inconclusive = small, poorly fitted or top-dose-only effect, or another doubt; inactive = no such curve, though single readings can be large; an effect the other way counts as inactive or inconclusive. Potency is the fitted concentration of half-maximal effect. An excerpt; the hit share may differ from the screen's.

Each structure is followed by: Pin1 inhibitor | rTrxR1 inhibitor | RGS4 inh | HP1b chromo inh | ERG Ets-DNA blk | JMJD2A Tudor inh | GLS inh | PGK inhibitor | ALOX12 inh
- CCCCOc1ccc(C(=O)Nc2ccc(-c3nc4ccccc4s3)cc2C)cc1
 : 3% | 16% | -6% | 33%[activator] | -1% | -3% | 3% | -7% | 5%
- COC(=O)c1nn(C)c(=O)[nH]c1=O
 : 6% | 6%[57.1 µM] | 18% | 14%[57 µM] | 5% | -4% | -10% | 2% | 1%
- Nc1ccc(SCc2cccnc2)cc1
 : 6% | 15%[0.457 µM] | -18% | -2% | -5% | -18% | ? | 7% | ?
- CCN(CC)c1ccc(NC(=O)C2CCC(CNc3c(N4CCCC4)c(=O)c3=O)CC2)c(C)c1 (stereo not given)
 : 3% | 5% | -8% | -1% | -15% | -24% | 27% | -10% | 14%
- O=c1c(Cl)c(N/N=C/c2ccc(Br)cc2)cnn1-c1ccccc1
 : ? | 16% | ? | 1% | 2% | ? | 8% | -1% | -24%
- CN(C)/C=C/C(=O)/C=C/c1ccc(Cl)cc1Cl
 : 1% | 8%[57.1 µM] | -44% | -32% | -1% | -17%[57.1 µM] | 1% | i | ?
- CCCCN(c1nc2ccccc2nc1Cl)S(=O)(=O)c1ccc(C)cc1
 : 33%[activator] | 8% | 7% | 65%[activator] | -4% | 27% | 7% | -1% | -14%
- Cc1nc2cc(-c3ccc(Cl)cc3)nn2c(NCCN(C)C)c1C
 : -11% | 12% | 23% | 12% | 1% | -34% | -4% | -2% | 0%
- O=C(Nc1ccc(Cc2ccncc2)cc1)C1CC1
 : -4% | 17% | 5% | 20% | . | -19% | 5% | . | 4%
- Cc1ccc(NC(=O)CCNS(=O)(=O)c2cccs2)cc1F
 : 3%&2% | 24%[57.1 µM] | 21%&-6% | 28%&6% | -16%&-6% | -2%&-16% | -8%&6% | -6%&-4% | -6%&-20%
- CC1(C)CC(=O)C=C(Nc2ccc3c(c2)OCCO3)C1
 : 1% | 6% | 9% | 55%[activator] | 3% | -18% | 29% | -3% | 0%
- COc1cc(NC(=O)CN2C(=O)CN(C)C(=O)c3ccccc32)cc(OC)c1OC
 : -1% | -9%[57.1 µM] | 30% | 22% | -2% | -8% | -2% | 2% | -24%
- O=C(COc1ccccc1)OC(C(=O)c1ccccc1)c1ccccc1 (stereo not given)
 : 1% | 17% | 27% | 60%[activator] | 3% | 16% | 7% | i | -10%
- CCCN(C(=O)c1cn(-c2ccccc2)nc1-c1ccc(OC)cc1)C1CCS(=O)(=O)C1 (stereo not given)
 : -2% | 7% | 14% | 13% | 9% | -18% | 7% | -1% | 12%
- Cc1ccc(Cl)cc1NC(=O)Cn1c(=O)n(CCC(=O)NCc2ccc3c(c2)OCO3)c(=O)c2sccc21
 : 3% | 7% | -9% | 12% | 8% | -15% | 4% | 10% | ?
- Cc1ccc(C)c(OCCC(=O)Nc2cc(S(=O)(=O)N3CCCCC3)ccc2C)c1
 : 0% | 15%[57.1 µM] | -1% | 14%[57 µM] | 0% | -12% | -5% | i | 6%
- CC(C)c1[nH]nc2c1C(c1ccc(OC(=O)c3ccco3)cc1)C(C#N)=C(N)O2 (stereo not given)
 : 0% | -2% | -24% | 12% | . | -31% | 27% | -2%[11.5 µM] | 4%
- S=c1[nH]nc(Cc2noc3ccccc23)n1-c1ccccc1
 : 1% | ? | -11% | 19% | -6% | 11µM* | 5% | 6% | -13%
- C=CCSc1nnc(NC(=O)Cc2ccc(OC)c(OC)c2)s1
 : 2% | 16%[57.1 µM] | -12% | 25% | 90%[activator] | -15%[11.4 µM] | 12% | -5% | -2%
- CSc1nc2c([nH]c3ccccc32)c(=O)n1-c1ccc(C)cc1
 : -1% | 12%[57.1 µM] | 22% | 15%[57 µM] | -2% | -8% | 6% | 6% | -15%
- COC(=O)c1ccn(CSc2cc(Cl)ccc2Cl)n1
 : 4% | 14% | -22% | 50%[activator] | 11% | 9% | 9% | -5% | -6%
- CCN(C(=O)COC(=O)CSc1ccccc1)c1c(N)n(Cc2ccccc2)c(=O)[nH]c1=O
 : 2% | 9% | 7% | 26% | -6% | -7% | -1% | 2% | -52%
- Cc1ccc(C)n1-c1nn(S(=O)(=O)c2ccccc2)c2cccc(F)c12
 : 14% | -14% | 12% | 11% | 5% | -21% | 9% | 0% | 0%
- Cc1ccc(S(=O)(=O)c2nc(-c3ccccc3Cl)oc2N(C)C)cc1
 : ? | ? | -10% | 10% | 3% | -23% | -7% | i | .
- O=C(OCc1ccccc1)c1ccccc1O
 : -9% | 10% | 0% | 139%[activator] | 1% | 118%[activator] | 7% | -7% | 6%
- O=C(N/N=C/c1cccc([N+](=O)[O-])c1)c1cc(-c2ccc3c4c(cccc24)CC3)n[nH]1
 : ? | 26% | -37% | 26% | 3% | -32% | 4% | . | -3%
- O=CNc1ccc2c3c(cccc13)-c1ccccc1-2
 : ? | 0%[57.1 µM] | -23% | 63%[activator] | -3% | 26% | -8% | -4% | 5%
- CCCOc1ccc(N2C(=O)C/C(=C\c3ccccc3)C2=O)cc1
 : -5% | 13% | 29% | 19% | 6% | -6% | 6% | -4% | 83%[activator]
- O=C(COC(=O)C1CCC1)NCc1ccccc1Cl
 : 0% | -7% | 7%[11.4 µM] | 28% | -6% | 3%[11.4 µM] | -2% | 1% | -3%
- CC1(C)c2[nH]c3ccccc3c2C[C@H]2C(=O)N(Cc3cccc(F)c3)C(=O)N21
 : ? | -5% | 12% | 35% | . | ? | 5% | 9% | ?
- CCOC(=O)Nc1ccc(S(=O)(=O)N(C)C(C)C)cc1
 : -2% | 23% | -8% | 29% | -5% | -5% | -2% | -5% | -19%
- O=C(CSC1=NS(=O)(=O)c2ccccc2N1)NCc1ccc(F)cc1
 : -2% | -13% | 21% | 35% | -1% | -24% | 1% | -9% | ?
- COc1ccc(Br)cc1C(=O)NC(=S)Nc1ccc(Cl)c(C(=O)O)c1
 : ? | -14% | -10% | ? | 9% | -22% | 6% | -5% | ?
- CC1CCN(Cc2c(C(=O)O)nnn2-c2nonc2N)CC1
 : -2% | -9% | 8% | 30% | 1% | -16% | 2% | -6% | -13%
- CCOC(=O)C(NC(=O)CC)(Nc1nc2c(s1)CCCC2)C(F)(F)F (stereo not given)
 : ? | -14% | 20% | 29% | 7% | -11% | 1% | i | ?
- COc1ccc(CCn2c(N3CCOCC3)nc3c2c(=O)[nH]c(=O)n3C)cc1
 : -2% | 26%[57.1 µM] | 19% | 9% | -11% | -10% | -2% | -6% | 8%
- CC(=O)Nc1ccc(NS(=O)(=O)c2cn(C)c(=O)n(C)c2=O)cc1
 : 2% | 20%[57.1 µM] | 9% | 27% | 6% | -9% | 17% | -4% | 16%
- COc1ccc(S(=O)(=O)N2CCOCC2)cc1C(=O)N(C)CCOc1ccc(Cl)cc1
 : 4% | 19% | 11% | 30% | 3% | -25% | 0% | -1% | 409%[activator]
- COc1ccc(NC(=O)CSc2nnnn2Cc2ccccc2)cc1
 : -3% | 10% | -1%[56.9 µM] | 77%[activator] | 9% | -6% | 0% | -6% | 0%
- O=C(COc1nsnc1N1CCOCC1)Nc1ccc([N+](=O)[O-])cc1
 : -10% | 25% | 18% | ? | -4% | -21% | -15% | -5% | -3%
- CCc1ccc(N2CC(C(=O)NCc3ccco3)CC2=O)cc1 (stereo not given)
 : -3% | -7%[57.1 µM] | -18% | 16% | -6% | 1% | 1% | -3% | 0%
- O=C(Nc1cc(F)ccc1F)N1CCC(CN2CCCC2)CC1
 : -9% | -10% | -10% | 39% | 0% | 3% | 6% | 3% | -9%
- CCc1cccc2c(=O)c(C(=O)N3CCOCC3)c[nH]c12
 : 1% | 15%[57.1 µM] | -8% | 46%[activator] | 6% | -2% | -3% | 4% | 46%[activator]
- COc1cccc(C2C3=C(CC(C)(C)CC3=O)Nc3n[nH]c(C)c32)c1 (stereo not given)
 : 2% | -11%[11.4 µM] | 17%[56.9 µM] | 43%[activator] | -1% | -15% | 3% | i | 8%
- COc1ccccc1OC(C)c1nnc(SCC(=O)Nc2c(C)n(C)n(-c3ccccc3)c2=O)n1-c1ccccc1 (stereo not given)
 : 14% | 3% | 10% | 5% | 0% | -23% | 2% | i | 3%
- Cc1ccc(/C=N/Nc2cc(C)nc(N3CCOCC3)n2)cc1
 : 4% | -5%[57.1 µM] | -3% | 22% | -28% | ? | -6% | i | 0%

Complete entries, quoted from the list:
Shown for `COc1ccc(CCn2c(N3CCOCC3)nc3c2c(=O)[nH]c(=O)n3C)cc1` → Pin1 inhibitor = -2%; rTrxR1 inhibitor = 26%[57.1 µM]; RGS4 inh = 19%; HP1b chromo inh = 9%; ERG Ets-DNA blk = -11%; JMJD2A Tudor inh = -10%; GLS inh = -2%; PGK inhibitor = -6%; ALOX12 inh = 8%
Shown for `O=C(Nc1cc(F)ccc1F)N1CCC(CN2CCCC2)CC1` → Pin1 inhibitor = -9%; rTrxR1 inhibitor = -10%; RGS4 inh = -10%; HP1b chromo inh = 39%; ERG Ets-DNA blk = 0%; JMJD2A Tudor inh = 3%; GLS inh = 6%; PGK inhibitor = 3%; ALOX12 inh = -9%
Shown for `COc1ccc(NC(=O)CSc2nnnn2Cc2ccccc2)cc1` → Pin1 inhibitor = -3%; rTrxR1 inhibitor = 10%; RGS4 inh = -1%[56.9 µM]; HP1b chromo inh = 77%[activator]; ERG Ets-DNA blk = 9%; JMJD2A Tudor inh = -6%; GLS inh = 0%; PGK inhibitor = -6%; ALOX12 inh = 0%
